Screening data: PubChem BioAssay, several laboratories
MCL1-BIM inh – inhibitors of MCL1 binding to BIM-BH3, primary screen, biochemical, fluorescence polarization; Induced myeloid leukemia cell differentiation protein Mcl-1 (Homo sapiens), Q07820; GST-MCL1 / FITC-Bim-BH3 fluorescence polarization; inhibition, % at 10.9 µM; actives 0.68% (n = 320,000);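 active = inhibition above the mean inhibition of all tested compounds plus 3 SD, set per campaign, cut at about 40% in these data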;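 note: 0% = DMSO wells and 100% = unlabeled Bim-BH3 peptide control; higher means more loss of mP so more displacement of Bim peptide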
Target sequence (Q07820 whole entry, looked up): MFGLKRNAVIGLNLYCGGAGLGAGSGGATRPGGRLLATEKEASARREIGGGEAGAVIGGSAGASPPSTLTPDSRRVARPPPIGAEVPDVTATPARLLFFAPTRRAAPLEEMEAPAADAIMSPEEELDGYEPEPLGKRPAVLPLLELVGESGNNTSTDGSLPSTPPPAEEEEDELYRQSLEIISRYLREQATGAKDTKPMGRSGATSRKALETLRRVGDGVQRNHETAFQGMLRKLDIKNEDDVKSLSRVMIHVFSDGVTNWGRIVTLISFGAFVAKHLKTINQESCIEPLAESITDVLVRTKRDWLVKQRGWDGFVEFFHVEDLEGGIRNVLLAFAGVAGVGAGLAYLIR
BCLXL inh – inhibitors of human Bcl-xL, primary screen, biochemical, fluorescence polarization, HTS. Bcl-2-like protein 1 (Homo sapiens), Q07817. GST-Bcl-xL / FITC-Bim BH3 peptide fluorescence polarization. inhibition, % at 10.9 µM. actives 0.7% (n = 320,000);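 active = inhibition above the mean of all tested compounds plus 3 SD, cutoff set per campaign, cut at about 30% in these data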;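 note: 0% = DMSO wells and 100% = unlabeled Bim-BH3 peptide competitor; inhibitors lower millipolarization by displacing the labeled peptide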
GSTO1 inh – inhibitors of recombinant GSTO1, primary screen, counter-screen for RBBP9 inhibitor project, biochemical, fluorescence polarization; Glutathione S-transferase omega-1 (Homo sapiens), P78417; activity-based probe fluorescence polarization; inhibition, % at 5.96 µM; actives 1.1% (n = 300,000); AID 1974, 2009;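 active = inhibition above the campaign mean inhibition plus 3 SD, cut at about 35% in these data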;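 note: 0% = GSTO1-1 with DMSO and 100% = wells lacking GSTO1-1 enzyme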
Target sequence (P78417 whole entry, looked up): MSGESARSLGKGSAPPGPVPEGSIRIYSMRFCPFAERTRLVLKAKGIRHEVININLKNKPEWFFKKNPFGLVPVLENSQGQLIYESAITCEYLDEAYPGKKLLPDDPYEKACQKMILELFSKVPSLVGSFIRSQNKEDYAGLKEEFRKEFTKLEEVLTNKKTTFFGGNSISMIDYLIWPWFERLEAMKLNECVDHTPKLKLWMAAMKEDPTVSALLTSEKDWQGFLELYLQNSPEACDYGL
TPT1 inh – Candida albicans TPT1 enzyme inhibitors, primary screen, biochemical, fluorescence polarization | tRNA 2'-phosphotransferase TPT1 (Candida albicans SC5314) | recombinant caTPT1, FP RNA substrate dephosphorylation | inhibition, % at 5 µM | actives 0.81% (n = 300,000) | AID 1962, 2009;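 active = inhibition above the mean of all tested compounds plus 3 SD, set per screening campaign, cut at about 24% in these data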;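 note: plate controls were DMSO alone for no effect and ferristatin control at 100 nM for full effect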
PAD4 FP inh – human PAD4 inhibitors, primary screen, biochemical, fluorescence polarization, 1536-well format. Protein-arginine deiminase type-4 (Homo sapiens), Q9UM07. recombinant PAD4, RCA probe fluorescence polarization. inhibition, % at 6.36 µM. actives 0.41% (n = 330,000). AID 485272, 2010;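 active = percent inhibition above a cutoff equal to the mean of all tested compounds plus 3 SD, cut at about 15% in these data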;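 note: 0% = PAD4 with RCA probe and DMSO and 100% = probe without PAD4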
PME-1 inh – PME-1 inhibitors via competitive probe labeling, primary screen, biochemical, fluorescence polarization, FP-Rh probe, HTS | Protein phosphatase methylesterase 1 (Homo sapiens), Q9Y570 | recombinant PME-1 | inhibition, % at 5.9 µM | actives 0.53% (n = 320,000) | AID 2130, 2009;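 active = inhibition above the campaign mean of all compounds plus 3 SD, cut at about 26% in these data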;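 note: competitive labeling of PME-1 active site by serine hydrolase directed probe; 0% = PME-1 with DMSO and 100% = wells lacking PME-1 enzyme; inhibitors block probe labeling so polarization falls and inhibition rises; many of its hits are not listed in these tables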
Target sequence (Q9Y570 whole entry, looked up): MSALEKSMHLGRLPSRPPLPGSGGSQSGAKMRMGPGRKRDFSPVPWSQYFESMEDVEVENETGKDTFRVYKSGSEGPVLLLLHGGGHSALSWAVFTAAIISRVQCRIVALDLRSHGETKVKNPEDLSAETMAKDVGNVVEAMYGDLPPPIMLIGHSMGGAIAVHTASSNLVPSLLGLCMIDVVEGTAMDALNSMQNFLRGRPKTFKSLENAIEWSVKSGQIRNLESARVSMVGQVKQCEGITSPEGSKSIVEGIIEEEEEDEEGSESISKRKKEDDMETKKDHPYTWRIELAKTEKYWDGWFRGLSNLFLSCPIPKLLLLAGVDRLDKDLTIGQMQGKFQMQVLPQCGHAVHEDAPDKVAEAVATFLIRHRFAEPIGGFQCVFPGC
GLD-1 TGE inh – GLD-1/TGE RNA complex disruptors, primary screen, biochemical, fluorescence polarization | Female germline-specific tumor suppressor gld-1 (Caenorhabditis elegans), Q17339 | purified GLD-1 + fluorescein TGE RNA | inhibition, % at 5.96 µM | actives 0.44% (n = 320,000) | AID 2280, 2010;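 active = percent inhibition above a per-plate cutoff, the plate mean of test compounds plus 3 SD, cut at about 30% in these data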;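 note: 0% = DMSO wells with GLD-1 and probe and 100% = wells lacking GLD-1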
MEX-5 binding – MEX-5 zinc finger RNA-binding disruptors – biochemical, C. elegans, fluorescence polarization, MLPCN library, primary screen. Zinc finger protein mex-5 (Caenorhabditis elegans), Q9XUB2. MEX-5/FITC-TCR2 RNA binding; active compounds read low. activity score (negative = inhibition of binding), % at 10 µM. actives 0.38% (n = 300,000). AID 1832, 2009;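 active = inhibition past about -25% in most replicates, and total fluorescence under double the plate's negative control median, limit read from the data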;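 note: 0% = DMSO and -100% = 5 µM competing unlabeled TCR2 RNA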
Fam108B inh – mouse Fam108B serine hydrolase inhibitors, primary screen, counter-screen for RBBP9 inhibitor project, biochemical, fluorescence polarization. recombinant Fam108B, FP-Rh probe fluorescence polarization. inhibition, % at 9.51 µM. actives 0.33% (n = 300,000). AID 1947, 2009;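 active = inhibition above the screen mean inhibition plus 3 SD, computed separately per campaign, cut at about 18% in these data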;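 note: inhibitors lower polarization as less probe binds the enzyme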
Active calls of the source: *; . = not tested or not shown. The list is partial. The share of hits here may be higher or lower than overall.

SMILES	MCL1-BIM inh	BCLXL inh	GSTO1 inh	TPT1 inh	PAD4 FP inh	PME-1 inh	GLD-1 TGE inh	MEX-5 binding	Fam108B inh
CCOC(=O)c1c(NC(=O)CN2CCOCC2)sc2c1CCCC2=O	-2	-3	2	-2	4	3	-7	-0.9	0
CCCCNCc1nc2ccccc2c(=O)[nH]1	5	5	-2	-4	2	-2	1	-3.3	2
O=C1C(Cc2ccccc2)Nc2ncnc(N3CCN(c4ccccc4)CC3)c2N1Cc1ccc(Cl)cc1 (configuration not stated)	-5	-1	3	-1	2	-3	-10	-1.1	4
O=S1(=O)N=C(N=Nc2c(O)[nH]c3ccccc23)c2ccccc21	8	13	5	2	1	8	1	-11	-2
CCOC(=O)Cc1csc(NC(=O)CSc2nnc(C)n2C)n1	3	6	4	-4	1	-1	2	-0.7	-2
CCN=C1S/C(=C\c2ccc(Sc3ccc(Cl)cc3)o2)C(=O)N1CC	6	2	6	3	-3	7	9	-1.3	-2
CC1CCN(CCCOc2ccc(Cl)cc2Br)CC1	9	2	5	-1	4	-17	0	-3.1	-1
c1coc(-c2ncc[nH]2)c1	14	7	2	2	3	9	9	-1.5	3
O=C(COc1ccc(Cl)cc1Cl)NNC(=S)NCc1ccco1	-12	-12	4	0	4	6	1	0.9	1
N#CC1=C(N)OC2=C(C(=O)CCC2)C1c1ccsc1 (configuration not stated)	0	1	5	1	1	-1	1	-0.6	-1
CCN1CCN(C(=O)C2CCN(C(=O)c3cc4sccc4n3CC)CC2)CC1	5	6	3	-4	-3	-4	0	-1.8	-1
CCCNC(=O)C1CC(=O)N(c2ccc(OCC(=O)Nc3cc(C)cc(C)c3)cc2)C1 (configuration not stated)	2	6	8	-3	4	0	4	-0.5	4
CCOc1ccc(NC(=O)CN(C)C(=O)CCNC(=O)c2ccc(Br)cc2)cc1OCC	-1	0	-5	-4	-2	6	7	-0.8	5
Nc1ccccc1SCC(=O)Nc1ccc(N2CCOCC2)cc1	7	6	11	-3	-8	-3	-1	3.9	3
CC(=O)Nc1ccc(S(=O)(=O)N2CCSC2)cc1	0	6	7	0	4	4	10	-1.4	0
Cc1ccc(C)c(S(=O)(=O)N2CCN(C(=O)C3CCN(C(=O)c4ccc(F)cc4)CC3)CC2)c1	-4	3	3	1	1	8	9	0.7	0
COc1cc2c(cc1OC)CN(CC(=O)Nc1ccc3c(c1)OC(F)(F)O3)CC2	2	3	-4	1	0	7	4	-1.3	-4
Cc1ccc2nc3c(c(C(=O)O)c2c1)CCC3	12	9	3	-6	2	1	-3	0.5	-2
Clc1ccc(-n2nnnc2-c2cnc(-c3ccncc3)nc2-c2cccs2)cc1	6	6	-12	-3	0	8	-8	2.3	-4
Cc1csc(NC(=O)CSc2ncn(-c3ccccc3)n2)n1	-5	-3	3	5	1	3	-3	-0.3	-5
CC(C)NS(=O)(=O)c1ccc(CCC(=O)Nc2ccc3c(c2)OCCO3)cc1	-3	2	1	0	-1	0	-1	0.0	-2
O=C(Cc1ccc(F)cc1)N1CCC(N2CCC(C(=O)N3CCOCC3)CC2)CC1	6	5	2	1	-1	0	-1	3.5	-3
CCOc1ccc(C(=O)Nc2cc3c(cc2N2CCCC2)n(CC)c(=O)n3CC)cc1OCC	2	0	-32	1	-1	7	1	0.4	-3
COc1ccc(-n2c(SCC(=O)NCC3CCCO3)nc3ccccc32)cc1 (configuration not stated)	3	1	2	2	-7	-2	1	1.9	-2
Cn1c(=O)cc(OCC(=O)N2CCCc3ccccc32)c2ccccc21	3	4	-3	7	-4	2	4	-11	-5
O=C(Nc1ccc(C#Cc2ccccc2)cc1)C1CC1	-14	-1	-6	2	-5	-4	3	0.2	1
COc1ccccc1C(CNC(=O)c1cc(C)nc2ccccc12)N(C)C (configuration not stated)	2	0	6	-3	-1	9	-6	0.1	-2
COc1cc(C=O)c(Br)cc1OCC(=O)NCCc1ccccc1	-3	1	14	-3	5	1	2	-0.4	0
CC1=NN(c2nc(-c3ccc(C)cc3)cs2)C(=O)C1N=Nc1ccccc1O (configuration not stated)	6	8	-3	3	-6	5	7	0.7	10
O=C(CC(NS(=O)(=O)c1ccc(Cl)cc1)c1ccco1)NCc1cccnc1 (configuration not stated)	11	3	-9	2	-5	-10	-5	0.4	-7
CN(C)S(=O)(=O)c1ccc(C(=O)N2CCN=C2SCc2cccnc2)cc1	0	3	7	-3	6	4	-6	0.3	0
O=C(CN(Cc1ccccc1)S(=O)(=O)c1ccc2c(c1)OCCO2)N/N=C/c1ccc(F)cc1	1	-1	-7	3	-5	-21	2	0.6	-17
Cc1[nH][nH]c(=O)c1C=NCc1ccc(Cl)cc1	7	3	4	-2	-5	8	2	-1.7	0
O=S(=O)(c1ccccc1)c1ccc(N2CCCCCC2)cc1	14	7	1	-3	5	-3	12	-0.6	5
Nc1nc(NC(=O)c2ccccc2Cl)nn1-c1ccccc1	3	6	11	-1	3	8	-1	2.2	1
CCOC(=O)Nc1ccc2c(c1)N(C(=O)CN1CCN(CCO)CC1)c1ccccc1CC2	1	3	4	-3	0	-3	5	0.9	1
CCOC(=O)C1CCN(C(=O)Cn2cccc2C(=O)c2ccccc2)CC1	7	8	0	-2	-5	-2	3	-2.4	3
CCOc1ccc(C(=O)/C=C/c2ccccc2C(F)(F)F)cc1	-11	-3	-6	1	-4	-4	-4	0.4	2
CCN(CC(=O)Nc1c(F)cccc1F)C(=O)CCc1ccc(OC)cc1	-5	8	4	-2	3	41*	1	0.4	-1
COc1ccc(C)cc1NC(=O)Nc1cnccn1	14	3	6	1	9	8	8	-0.4	0
CCC(C(=O)O)n1nnc(-c2ccc(OCc3ccccc3)c(OC)c2)n1 (configuration not stated)	15	0	7	1	4	1	4	-0.9	-2
O=C(NC1CCCC1)c1cccnc1N1CCCCCC1	1	2	4	1	-3	-4	-3	0.7	-5
CCOC(=O)c1oc2ccccc2c1CSc1nnc(-c2ccco2)o1	9	5	-9	-4	-3	2	2	2.5	-3
CCOC(=O)C1CCN(C(=O)COC(=O)c2ccc3[nH]c4c(c3c2)CCCC4)CC1	-28	-3	3	1	2	5	4	-1.6	4
COc1cccc(/C=C2/SC(=O)N(C)C2=O)c1OCc1ccc(C(=O)O)cc1	1	-3	3	1	1	0	5	1.2	5
COc1ccc(OCC(=O)Nc2ccccc2C(=O)NC2CC2)cc1	4	1	.	.	-1	-79	-3	.	.
O=C(Nc1ccc(OC(F)(F)F)cc1)Nc1cccnc1	-1	-5	-14	-1	-7	-29	-2	1.9	-9
CC1(C)CC(=O)c2cc(OCC(=O)NCCN3CCOCC3)ccc2O1	14	0	3	-3	-3	2	6	-1.7	4
CCOC(=O)C1(Cc2ccccc2)CCN(Cc2ccc(COC)o2)CC1	2	1	1	1	-3	-4	1	1.1	0
CCOc1ccc(C(=O)Nc2ncccc2Cl)cc1	-1	4	5	-3	-7	-1	5	0.7	1
CC(OC(=O)c1nsc(Cl)c1Cl)C(=O)NCc1cccs1 (configuration not stated)	-3	3	-7	3	9	-4	-4	1.8	3
COC(=O)C1=C(COc2ccc(F)cc2)NC(=O)NC1c1ccc(C)cc1C (configuration not stated)	-1	5	2	9	2	-8	-2	1.6	1
COc1ccc(OC)c(-n2c(C)cc(/C=C3\C(=N)N4N=C(CC(=O)N5CCOCC5)SC4=NC3=O)c2C)c1	-8	1	-57	5	-1	-3	-4	0.0	-4
Cc1cc(NC(=S)N(CCCN2CCN(C)CC2)Cc2ccco2)ccc1Cl	2	2	4	1	-3	-3	-2	0.1	-3
Cc1nn(C)c(Cl)c1CN1CCC(CO)(CC2CCCCO2)CC1 (configuration not stated)	10	4	2	-6	-4	1	1	-0.3	2
O=C(COC(=O)c1ccccc1)NCC1CCCO1 (configuration not stated)	12	5	1	1	-5	-4	-3	-1.0	4
O=C(CSc1cc(Cl)ccc1Cl)NCC1CCCO1 (configuration not stated)	-1	2	-1	-1	-2	4	-1	-1.3	-2
COc1ccc(S(=O)(=O)CC(=O)c2cc3cccc(C)c3oc2=O)cc1	-2	3	13	0	-5	-9	-3	3.2	2
O=C1CNC(=S)N1Cc1ccc(F)cc1	3	0	11	3	-1	6	-2	0.8	-1
CC(=O)c1ccc(N2CCN(c3ccc(S(=O)(=O)N4CCN(C)CC4)cn3)CC2)cc1	2	0	-11	2	0	2	3	-0.8	-3
Further entries follow.
SMILES	MCL1-BIM inh	BCLXL inh	GSTO1 inh	TPT1 inh	PAD4 FP inh	PME-1 inh	GLD-1 TGE inh	MEX-5 binding	Fam108B inh
COc1cc(OC)c(CN2CCCN(C)CC2)cc1Br	-6	-2	3	-1	-4	2	-11	-1.6	-2
Cc1ccc(-c2csc(CC(N)=O)n2)cc1	3	3	-1	-2	-2	-7	4	-0.1	-4
COc1ccc(OC)c(CNc2c(C=O)c(=O)[nH]c3ccccc23)c1	-4	0	-6	0	-1	1	-2	1.2	-1
O=C(Nc1ccccc1-c1ccccc1)NC1CC2CCCC(C1)N2CCc1ccccc1 (configuration not stated)	4	0	2	3	-2	8	9	0.0	1
N#CC(Cc1ccccc1)(Cc1ccccc1)C(=O)NN	1	7	6	-1	-1	0	6	-7.3	7
Cc1nc(N2CCNCC2)c2c3c(sc2n1)CCCC3	3	5	0	3	-3	1	8	-0.7	2
Cc1cc(NC(=O)CSc2nnc(COc3ccccc3)n2Cc2ccco2)no1	-1	0	-3	0	2	0	1	1.7	-1
O=Cc1c(NCCc2cccc(F)c2)c2ccccc2[nH]c1=O	0	1	-3	0	-5	3	0	-1.4	-1
NS(=O)(=O)OCCCc1ccccc1	-1	2	13	-6	0	-5	8	0.7	-1
CCOc1ccc(Cl)cc1S(=O)(=O)N1CCC(C(=O)NCc2ccccn2)CC1	2	0	1	3	1	1	0	-0.4	-1
CCC1(CC)Cc2ccccc2-c2nc(NCCO)[nH]c(=O)c21	2	-1	-8	-1	2	1	2	-4.3	1
COC(=O)C1=C(C)NC(=O)CC1c1ccc(F)c(Br)c1 (configuration not stated)	5	1	7	-1	-1	-4	1	0.4	3
c1coc(CNc2c3c(nc4ccccc24)CCC3)c1	62*	65*	6	26*	-7	-12	-102	-14	-1

By substructure: the entries above with a COOH group.
SMILES	MCL1-BIM inh	BCLXL inh	GSTO1 inh	TPT1 inh	PAD4 FP inh	PME-1 inh	GLD-1 TGE inh	MEX-5 binding	Fam108B inh
Cc1ccc2nc3c(c(C(=O)O)c2c1)CCC3	12	9	3	-6	2	1	-3	0.5	-2
CCC(C(=O)O)n1nnc(-c2ccc(OCc3ccccc3)c(OC)c2)n1 (configuration not stated)	15	0	7	1	4	1	4	-0.9	-2
COc1cccc(/C=C2/SC(=O)N(C)C2=O)c1OCc1ccc(C(=O)O)cc1	1	-3	3	1	1	0	5	1.2	5
